GAA inhib = qHTS Assay for Inhibitors of Human alpha-Glucosidase as a Potential Chaperone Treatment of Pompe Disease. purified human GAA, 4-MU-alpha-glucoside fluorescence. Potency, µM (doses to about 76.9 µM), inactives show at the highest dose activity change, negative = inhibition, hits mostly inhibitors. AID 1466, 2008. 0.005% of 200,000 active;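 further: plate controls were uninhibited enzyme wells for no effect and no-enzyme background for full effect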
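AC50 values come from Hill fits of compound titrations (up to 77 uM) against 4 nM human enzyme. Substrate 4-methylumbelliferyl-alpha-D-pyranoside at 400 uM, pH 5.0 citrate buffer, 20 min room temperature; fluorescence Ex 365/Em 440 after alkaline stop.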
SMN2 splice enh = qHTS Assay for Enhancers of SMN2 Splice Variant Expression; HEK293 SMN2-luciferase splicing reporter, luminescence, 30-36 h; Potency, µM (series often up to 46.1 µM), inactives show top-dose activity change, positive = activation, most hits filed as activators; 2.8% of 210,000 active; AID 1458, 2008; further: % of control where 0% means no effect; nearly all actives have a fitted effect of over 55% in size
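HEK293 cells carry an SMN2 minigene-luciferase reporter in which exon 7 inclusion puts luciferase in frame. Cells were seeded at 2000 cells/well, attached for 10-12 hours, then exposed to compounds for 30-36 hours at 37C before ONE-Glo luminescence.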
KDM4E inh = qHTS Assay for Inhibitors of Human Jumonji Domain Containing 2E (JMJD2E); 1.6% of 230,000 active; JMJD2E catalytic domain, FDH-coupled NADH fluorescence (FDH is formaldehyde dehydrogenase); Potency, µM (highest dose often 57.1 µM), for the others: at the highest dose activity change, negative = inhibition, actives largely listed as inhibitors; AID 2147, 2009; active means well fitted inhibition curve with a large enough effect, not every such curve was filed as active; inconclusive means small, poorly fitted or top-dose-only effect, or another doubt; inactive means no such curve, though single readings can be large or run the other way;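 further: 0% = wells with enzyme and -100% = buffer wells without enzyme; nearly all actives have a fitted effect of over 50% in size; many of its hits are not listed in these tables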
Target sequence (B2RXH2 1-337 limits assumed): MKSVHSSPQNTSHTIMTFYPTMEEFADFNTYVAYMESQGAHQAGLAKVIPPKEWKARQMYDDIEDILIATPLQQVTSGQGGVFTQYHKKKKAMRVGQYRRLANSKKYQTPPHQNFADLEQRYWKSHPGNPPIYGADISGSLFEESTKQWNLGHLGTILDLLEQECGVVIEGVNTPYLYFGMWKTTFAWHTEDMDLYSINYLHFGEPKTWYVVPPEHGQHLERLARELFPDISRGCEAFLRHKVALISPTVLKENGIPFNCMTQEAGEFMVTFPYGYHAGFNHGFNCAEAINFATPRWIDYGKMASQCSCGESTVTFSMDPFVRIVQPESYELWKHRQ
aGal spleen mod = qHTS Assay for Inhibitors and Activators of Human alpha-Galactosidase From Spleen Homogenate; 0.008% of 240,000 active; Potency, µM (doses to about 80 µM), for inactives: top-dose activity change, negative = inhibition, hits mostly inhibitors; human spleen homogenate, 4MU-alpha-Gal fluorescence, 40 min;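 further: 0% = enzyme with vehicle and -100% = no enzyme basal signal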
Target sequence (P06280 32-429 limits assumed): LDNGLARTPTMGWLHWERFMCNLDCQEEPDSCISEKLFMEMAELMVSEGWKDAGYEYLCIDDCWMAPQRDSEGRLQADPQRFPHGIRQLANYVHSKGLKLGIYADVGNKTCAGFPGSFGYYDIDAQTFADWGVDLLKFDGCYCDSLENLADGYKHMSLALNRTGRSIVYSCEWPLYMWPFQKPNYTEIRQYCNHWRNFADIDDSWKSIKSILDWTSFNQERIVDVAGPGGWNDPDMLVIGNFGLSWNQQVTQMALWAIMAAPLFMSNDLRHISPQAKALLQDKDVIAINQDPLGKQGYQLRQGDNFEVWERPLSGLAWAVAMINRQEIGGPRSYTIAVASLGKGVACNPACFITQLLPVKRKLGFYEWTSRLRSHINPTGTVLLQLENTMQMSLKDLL
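Human spleen homogenate (1 ug) as enzyme source, 4-methylumbelliferyl-alpha-D-galactopyranoside 1 mM final, citrate/phosphate pH 5.0 with 0.01% Tween-20. Compounds 40 min at 37C, NaOH/glycine stop; fluorescence Ex 365/Em 440, Hill-fit AC50.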
GAA glycogen = qHTS Assay for Inhibitors and Activators of Human alpha-Glucosidase Cleavage of Glycogen. Lysosomal alpha-glucosidase (Homo sapiens), P10253. recombinant GAA, glycogen substrate, Amplex Red glucose oxidase fluorescence. Potency, µM (series often up to 76.4 µM), for inactives: at the top dose activity change, negative = inhibition, usual class: inhibitors. 0.38% of 300,000 active;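 further: 0% = full enzyme reaction and -100% = no-enzyme basal signal; the screen sought inhibitors and activators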
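Recombinant enzyme (4 nM final) with compounds titrated up to 77 uM and bovine liver glycogen (30 ug) in citrate pH 5.0, 0.01% Tween-20, 37 C 40 min. Released glucose detected by Amplex Red/glucose oxidase (Ex 573/Em 610); AC50 from Hill fits.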
GAA spleen mod = qHTS Assay for Inhibitors and Activators of Human alpha-Glucosidase From Spleen Homogenate. Lysosomal alpha-glucosidase (Homo sapiens), P10253. human spleen homogenate, 4-MU-alpha-glucoside fluorescence. Potency, µM (titrated, usually from 79.9 µM), without a hit: at the top dose activity change, negative = inhibition, most hits filed as inhibitors. 0.006% of 240,000 active. AID 2112, 2009;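 further: 0% = enzyme with vehicle and -100% = no enzyme basal signal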
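AC50 values come from Hill-equation fits of concentration-response data, normalized to no-enzyme and full-activity controls. Enzyme source: 1 ug human spleen homogenate; 1 mM fluorogenic 4-MU glucoside, pH 5.0 citrate buffer, 37 C, 40 min.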
RGS12 GoLoco inh = qHTS Assay for Inhibitors of RGS12 GoLoco Motif Activity (Red Fluorophore); Gai1:RGS12 GoLoco peptide FP, rhodamine, 10 min; Potency, µM (series often up to 61.6 µM), inactives show at the top dose activity, negative = inhibition, usual class: inhibitors; 0.44% of 230,000 active; AID 880, 2007; Guanine nucleotide-binding protein G(i) subunit alpha-1 (Homo sapiens), P63096; active means well fitted inhibition curve with a large enough effect, not every such curve was filed as active; inactive means no such curve, though single readings can be large or run the other way; further: on the % scale 0 is the no-effect control and ±100 the full control effect; nearly all actives have a fitted effect of over 30% in size; many of its hits are not listed in these tables
Target sequence (P63096 whole entry, looked up): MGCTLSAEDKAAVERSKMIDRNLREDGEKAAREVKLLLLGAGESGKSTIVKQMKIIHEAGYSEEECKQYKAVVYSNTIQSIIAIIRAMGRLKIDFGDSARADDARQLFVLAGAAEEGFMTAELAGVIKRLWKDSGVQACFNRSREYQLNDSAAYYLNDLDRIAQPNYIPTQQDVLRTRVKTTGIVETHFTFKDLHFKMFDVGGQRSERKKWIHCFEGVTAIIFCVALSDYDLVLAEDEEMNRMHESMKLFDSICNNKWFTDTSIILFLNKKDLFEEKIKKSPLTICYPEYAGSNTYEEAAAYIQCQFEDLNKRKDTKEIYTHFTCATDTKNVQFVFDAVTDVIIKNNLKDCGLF
ALDH1A1 inh = qHTS Assay for Inhibitors of Aldehyde Dehydrogenase 1 (ALDH1A1); 7.3% of 220,000 active; Purified ALDH1A1, NADH fluorescence, propionaldehyde substrate; Potency, µM (top dose mostly 75.3 µM), for inactives: at the top dose activity, negative = inhibition, usual class: inhibitors; Aldehyde dehydrogenase 1A1 (Homo sapiens), P00352; active means well fitted inhibition curve with a large enough effect, not every such curve was filed as active; inconclusive means small, poorly fitted or top-dose-only effect, or another doubt; inactive means no such curve, though single readings can be large or run the other way;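 further: plate controls were no enzyme wells and a reference inhibitor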
Numbers without * were called inactive; [ ] = dose if it differs, or a comment. Unless noted, the call rests on the fitted dose curve; in most records, active means well fitted curve in the direction sought with a large enough effect; inconclusive means small, poorly fitted or top-dose-only effect, or another doubt; inactive means no such curve, though single readings can be large; an effect the other way counts as inactive or inconclusive. Potency means the concentration at half of the fitted maximal effect.

Screening O=C(Oc1cc(-c2ccccc2)no1)c1ccc(Cl)cc1 returned GAA inhib -2%, SMN2 splice enh -1%, KDM4E inh 4%, aGal spleen mod -9%, GAA glycogen -11%, GAA spleen mod -5%, RGS12 GoLoco inh -4% and ALDH1A1 inh 11%.
Screening CC(=O)c1c(N2CCN(Cc3ccc4c(c3)OCO4)CC2)nc(=S)n(-c2ccccc2)c1C returned GAA inhib 0%, SMN2 splice enh -10%, KDM4E inh -1%, aGal spleen mod 1%, GAA glycogen 7%, GAA spleen mod -15%, RGS12 GoLoco inh -3% and ALDH1A1 inh -10%.
For NCCCNC(=O)c1cc2ccccc2[nH]1 the results were GAA inhib 3%, SMN2 splice enh 5%, KDM4E inh inconclusive, aGal spleen mod 2%, GAA glycogen -11%, GAA spleen mod -2%, RGS12 GoLoco inh 4% and ALDH1A1 inh -5%.
Screening Cc1ccc(/C=N/n2c(C)cc(C)c(C#N)c2=O)o1 returned GAA inhib -5%, SMN2 splice enh -21%, KDM4E inh 5%, aGal spleen mod -4%, GAA glycogen -2%, GAA spleen mod -2%, RGS12 GoLoco inh 1% and ALDH1A1 inh 3%.
For O=c1c(-c2ccc(Br)cc2)coc2c(CN3CCOCC3)c(O)ccc12 the results were GAA inhib -9%, SMN2 splice enh -9%, KDM4E inh inconclusive, aGal spleen mod -2%, GAA glycogen -2%, GAA spleen mod -2%, RGS12 GoLoco inh 7% and ALDH1A1 inh inconclusive.
Screening CCN1CCCC1CNC(=O)c1ccc(CS(=O)(=O)c2ccccc2C)o1 (stereo unspecified) returned GAA inhib -6%, SMN2 splice enh -3%, KDM4E inh -18%, aGal spleen mod 0%, GAA glycogen 17%, GAA spleen mod 2%, RGS12 GoLoco inh -21% and ALDH1A1 inh -7%.
`Cc1cc(O)c(/C=N/Nc2ccc(F)cc2)c(=O)o1` gave GAA inhib -7%, SMN2 splice enh -36%[inhibitor], KDM4E inh inconclusive, aGal spleen mod 7%, GAA glycogen inconclusive, GAA spleen mod 2%, RGS12 GoLoco inh -1% and ALDH1A1 inh inconclusive.
O=C1CCCN1c1ccc(S(=O)(=O)Nc2cccnc2)cc1 was read as GAA inhib inconclusive, SMN2 splice enh -1%, KDM4E inh -3%, aGal spleen mod 1%, GAA glycogen -1%, GAA spleen mod 1%, RGS12 GoLoco inh -12% and ALDH1A1 inh 10%.
Screening Cc1cccc(-n2c(SCC(=O)Nc3nnc(C)s3)nnc2-c2ccoc2C)c1 returned GAA inhib -3%, SMN2 splice enh -1%, KDM4E inh -15%, aGal spleen mod 3%, GAA glycogen -7%, GAA spleen mod -15%, RGS12 GoLoco inh 3% and ALDH1A1 inh inconclusive.
For COc1ccc(C(=O)NCc2nnc(SCC(=O)N3CCc4ccccc43)n2Cc2ccccc2)cc1 the results were GAA inhib 2%, SMN2 splice enh -7%, KDM4E inh -1%, aGal spleen mod 0%, GAA glycogen 11%, GAA spleen mod -5%, RGS12 GoLoco inh 13% and ALDH1A1 inh inconclusive.
COc1ccc(C(C(=O)NCC2CCCO2)N(C(=O)CNC(=O)c2cccs2)c2ccccc2)cc1OC (stereo unspecified) was read as GAA inhib 15%, SMN2 splice enh -4%, KDM4E inh 3%, aGal spleen mod -5%, GAA glycogen 10%, GAA spleen mod -1%, RGS12 GoLoco inh 9% and ALDH1A1 inh 11%.
`COCCOC(=O)c1c(C)oc2ccc(OC(=O)c3ccc4c(c3)OCO4)cc12` gave GAA inhib -12%, SMN2 splice enh 3%, KDM4E inh -2%, aGal spleen mod -4%, GAA glycogen -2%, GAA spleen mod -6%, RGS12 GoLoco inh -7% and ALDH1A1 inh 13%.
For Clc1ccc(Cn2cc(Br)cn2)cc1Cl the results were GAA inhib -4%, SMN2 splice enh 0%, KDM4E inh 5%, aGal spleen mod -14%, GAA glycogen -11%, GAA spleen mod -9%, RGS12 GoLoco inh 5% and ALDH1A1 inh 3%.
Oc1ccc(Br)cc1C=Nc1cccn2cc(-c3ccccc3)nc12 was read as GAA inhib 11%, KDM4E inh -7%, aGal spleen mod -10%, GAA glycogen inconclusive, GAA spleen mod -2%, RGS12 GoLoco inh 10% and ALDH1A1 inh inconclusive.
`CCCSc1nc(-n2ncc(C#N)c2N)c2c3c(sc2n1)CCC(C)C3` (stereo unspecified) gave GAA inhib -4%, SMN2 splice enh -11%, KDM4E inh inconclusive, aGal spleen mod 6%, GAA glycogen 1%, GAA spleen mod 3%, RGS12 GoLoco inh -2% and ALDH1A1 inh 4µM*.
O=C1CC2(CCCC2)CC(=O)N1CCCCNC[C@H]1COc2ccccc2O1 was read as KDM4E inh 10%, aGal spleen mod -2%, GAA spleen mod 8%, RGS12 GoLoco inh 7% and ALDH1A1 inh 10µM*.
`CN1CCN(C(=O)CSc2nc(-c3cccs3)cc(-c3cccs3)c2C#N)CC1` gave GAA inhib 6%, SMN2 splice enh -8%, KDM4E inh inconclusive, aGal spleen mod -13%, GAA glycogen -13%, GAA spleen mod 2%, RGS12 GoLoco inh 6% and ALDH1A1 inh inconclusive.
Fc1ccc(C2=CC(c3cccs3)n3nnnc3N2)cc1 (stereo unspecified) was read as KDM4E inh -22%, aGal spleen mod -7%, GAA glycogen 4%, GAA spleen mod -4% and RGS12 GoLoco inh -1%.
Screening COc1ccc(CN(CC(=O)NCC2CCCO2)C(=O)CCC(=O)Nc2cc(C)ccn2)cc1 (stereo unspecified) returned GAA inhib -2%, SMN2 splice enh -6%, KDM4E inh 3%, aGal spleen mod 8%, GAA glycogen -2%, GAA spleen mod 13%, RGS12 GoLoco inh 17% and ALDH1A1 inh 1%.
N/C(=N\OC(=O)CCCc1ccccc1)c1ccc([N+](=O)[O-])cc1 was read as GAA inhib -5%, SMN2 splice enh 4%, KDM4E inh 3%, aGal spleen mod -9%, GAA glycogen -3%, GAA spleen mod 1%, RGS12 GoLoco inh 5% and ALDH1A1 inh 6%.

Gathered by group, the entries above with a Cl atom.
Screening O=C(Oc1cc(-c2ccccc2)no1)c1ccc(Cl)cc1 returned GAA inhib -2%, SMN2 splice enh -1%, KDM4E inh 4%, aGal spleen mod -9%, GAA glycogen -11%, GAA spleen mod -5%, RGS12 GoLoco inh -4% and ALDH1A1 inh 11%.
For Clc1ccc(Cn2cc(Br)cn2)cc1Cl the results were GAA inhib -4%, SMN2 splice enh 0%, KDM4E inh 5%, aGal spleen mod -14%, GAA glycogen -11%, GAA spleen mod -9%, RGS12 GoLoco inh 5% and ALDH1A1 inh 3%.

(list continues)
For CCCC(=O)Nc1ccccc1NC(=O)CN(C)S(=O)(=O)c1ccccc1 the results were GAA inhib -3%, SMN2 splice enh -24%, KDM4E inh 0%, aGal spleen mod -5%, GAA glycogen 4%, GAA spleen mod -3%, RGS12 GoLoco inh -1% and ALDH1A1 inh 2%.
For Cc1cccc(N2CC(O)(c3cccs3)[N+]3=C2CCCC3)c1 (stereo unspecified) the results were GAA inhib 6%, SMN2 splice enh -9%, KDM4E inh 5%, aGal spleen mod -9%, GAA glycogen -5%, GAA spleen mod -4%, RGS12 GoLoco inh 0% and ALDH1A1 inh 7%.
C=CCNc1ccc(C(=O)O)cc1 was read as GAA inhib -6%, SMN2 splice enh 13%, KDM4E inh -4%, aGal spleen mod 9%, GAA glycogen 0%, GAA spleen mod -5%, RGS12 GoLoco inh -12% and ALDH1A1 inh 2%.
Screening O=C(COc1ccccc1)N/N=C/c1ccc2c(c1)OCO2 returned GAA inhib -5%, SMN2 splice enh 3%, KDM4E inh -21%, aGal spleen mod -1%, GAA glycogen 7%, GAA spleen mod -13%, RGS12 GoLoco inh -5% and ALDH1A1 inh -1%.
For c1ccc(NCc2cccnc2)cc1 the results were GAA inhib -1%, SMN2 splice enh -9%, KDM4E inh 6%, aGal spleen mod 2%, GAA glycogen -1%, GAA spleen mod 0%, RGS12 GoLoco inh 6% and ALDH1A1 inh 8%.
Cc1nn2c(N3CCOCC3)c3c(nc2c1-c1ccccc1)CCCC3 was read as GAA inhib -5%, SMN2 splice enh -8%, KDM4E inh 2%, aGal spleen mod -6%, GAA glycogen 3%, GAA spleen mod -17%, RGS12 GoLoco inh 6% and ALDH1A1 inh inconclusive.
COc1ccc(OC)c(-n2c(CN3CCC(C(N)=O)CC3)nc3ccccc3c2=O)c1 was read as GAA inhib -9%, SMN2 splice enh 13%, KDM4E inh 4%, aGal spleen mod 3%, GAA glycogen -6%, GAA spleen mod -4%, RGS12 GoLoco inh -22% and ALDH1A1 inh 20µM*.
For CCOc1ccc(N2C(=O)C(CC(=O)Nc3ccccc3)N(Cc3ccccn3)C2=S)cc1 (stereo unspecified) the results were GAA inhib -11%, SMN2 splice enh -10%, KDM4E inh 10%, aGal spleen mod 2%, GAA glycogen inconclusive, GAA spleen mod 4%, RGS12 GoLoco inh -1% and ALDH1A1 inh inconclusive.
For FC(F)C(F)(F)C(F)(F)C(F)(F)c1cc(-c2ccccc2)n[nH]1 the results were GAA inhib -14%, SMN2 splice enh 49%, KDM4E inh -3%, aGal spleen mod -4%, GAA glycogen -14%, GAA spleen mod -11%, RGS12 GoLoco inh 17% and ALDH1A1 inh 4%.
COc1ccccc1CN1CN(S(=O)(=O)c2ccccc2)c2nc3ccccc3nc21 was read as KDM4E inh inconclusive, aGal spleen mod 6%, GAA glycogen -6%, GAA spleen mod 0% and RGS12 GoLoco inh 8%.
c1cncc(-c2nnc(SCc3cccc4ccccc34)o2)c1 was read as GAA inhib inconclusive, SMN2 splice enh -5%, KDM4E inh 8%, aGal spleen mod -1%, GAA glycogen 14%, GAA spleen mod -4%, RGS12 GoLoco inh 7% and ALDH1A1 inh -3%.

High-throughput results: PubChem, National Center for Advancing Translational Sciences (NCATS)

A portion of the library; rates above refer to the full screens.
